High-throughput results: PubChem BioAssay, several laboratories
NR2E3 ag-1 = agonists of human nuclear receptor NR2E3. inhibition of corepressor binding, % at 4.78 µM. AID 2300. Q9Y5X4. hit rate 0.12% among 320,000. GST-NR2E3/biotin-RetCOR TR-FRET, 1536-well;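 active = percent inhibition above the cutoff of mean plus 3 SD of all tested compounds, set per screening campaign, cut at about 20% in these data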;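 also: 0% = DMSO wells and 100% = biotin wells as full block of FRET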
Target sequence (Q9Y5X4 whole entry, looked up): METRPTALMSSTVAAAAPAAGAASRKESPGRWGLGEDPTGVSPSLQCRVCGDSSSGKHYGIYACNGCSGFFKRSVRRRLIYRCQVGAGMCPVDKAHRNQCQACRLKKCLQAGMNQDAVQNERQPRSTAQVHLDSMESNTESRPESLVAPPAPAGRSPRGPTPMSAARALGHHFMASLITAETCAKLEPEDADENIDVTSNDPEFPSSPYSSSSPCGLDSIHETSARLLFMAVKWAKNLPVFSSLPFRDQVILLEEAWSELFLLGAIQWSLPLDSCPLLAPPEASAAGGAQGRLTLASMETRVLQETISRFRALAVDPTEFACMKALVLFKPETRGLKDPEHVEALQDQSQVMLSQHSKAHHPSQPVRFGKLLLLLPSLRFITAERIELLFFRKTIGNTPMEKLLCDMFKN
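System: GST-tagged NR2E3 plus biotinylated RetCOR corepressor; Amount: 1.35 nM GST-tagged NR2E3 final; Dosing: single nominal compound dose of 4.8 µM; Schedule: 5 h incubation at 4 °C; Technique: TR-FRET with europium anti-GST and streptavidin-D2, 340 nm excitation; Controls: biotin wells as high control, 0.6% DMSO wells as low control.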
NR2E3 ag-2 = activates human NR2E3 receptor; Q9Y5X4; CHO-S Gal4-NCOR/VP16-NR2E3 two-hybrid, luciferase; inhibition of corepressor binding, % at 3.98 µM; hit rate 0.35% among 360,000; AID 602229;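 active = inhibition above the mean of all tested compounds plus 3 SD, cut at about 70% in these data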;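 also: 0% = DMSO with NR2E3 transfected cells and 100% = cells lacking NR2E3 construct; higher means lower luciferase signal from less NR2E3 corepressor binding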
Shn3 inh set2 = Schnurri-3 reporter inhibition in Clone20 osteoblasts; hit rate 0.52% among 360,000; Clone20 osteoblast Shn3 3'UTR firefly luciferase, 24 h; AID 588674; inhibition, % at 12.5 µM;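 active = mean inhibition of at least 75% with every replicate also reaching 75%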;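 also: 0% = median of neutral control wells and 100% = pilot-screen positive control compound; some compounds past the cut are filed as inactive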
HIF-2a block = blocks HIF-2a reporter activity. AID 624352. hit rate 0.72% among 360,000. 786-0 RCC cells HIF-2a reporter, luciferase luminescence, overnight. inhibition, % at 18.8 µM;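 active = inhibition of the luminescence signal of 40% or more relative to plate controls, in a single-dose primary screen at 18.75 µM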
Peg3 prom inh = reduces Peg3 promoter-driven luciferase expression in HeLa | HeLa PEG-Prom luciferase reporter, luminescence, overnight | inhibition, % at 20 µM | hit rate 1.7% among 360,000;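 active = inhibition of at least 50% at 20 µM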
EBV LMP1 NFkB = reduces LMP1-driven NF-kappaB luciferase signal; LMP1-induced NF-kappaB luciferase reporter cells, luminescence; hit rate 0.69% among 350,000; inhibition, % at 12.5 µM; in the data active = inhibition above about 41%;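 also: 0% = neutral control wells and 100% = reference inhibitor control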
hiPSC survival = increases survival of single human iPS cells; hit rate 0.044% among 360,000; survival enhancement, % at 20 µM; hiPSC single-cell survival, ATPlite luminescence; 100% = ROCK inhibitor wells, 0% = DMSO; in the data active = survival enhancement above about 18%;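 also: cells exposed to compounds for 16 hours before the ATP read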
KKLEB tox = counter-screen for CF NF-kB inhibitors: cytotoxicity | KKLEB CF airway cells viability, ATPlite luminescence, overnight; stronger effect = lower value; cells stimulated with P. aeruginosa culture filtrate | activity change (cytotoxicity), % at 5 µM | hit rate 0.36% among 360,000;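 active = corrected activity change at or below -50% at 5 µM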
CF NFkB inh = blocks PAF-induced NF-kB reporter in cystic fibrosis cells. KKLEB NF-kB-GFP reporter, GFP fluorescence overnight. inhibition, % at 5 µM. hit rate 0.86% among 360,000;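 active = at least 50% inhibition at 5 µM, scaled per plate between neutral and stimulator controls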;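 also: PAF is a Pseudomonas aeruginosa culture filtrate used as stimulus; plate controls were PAF-stimulated DMSO wells for no effect and unstimulated DMSO wells for full effect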
TRPM1 prom inh = reduces MITF-dependent TRPM1 promoter luciferase signal | inhibition, % at 12.5 µM | hit rate 0.83% among 330,000 | SK-MEL-5 TRPM1 promoter luciferase, 24 h;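 active = mean inhibition across replicates of 60% or more, whatever share of single replicates reaches that level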; also: values of inactives mirror those of a sister screen read the other way
C8 TRAIL sens = sensitizes caspase-8 expressing cells to TRAIL; NB7+C8 cells + TRAIL, ATPlite viability luminescence; inhibition (viability loss, TRAIL sensitization), % at 10 µM; hit rate 1% among 360,000;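 active = compounds causing at least 50% loss of cell viability in the single-dose screen, relative to plate controls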
The depositor's hits bear a star; . = not tested or not shown; & = joins results of further samples. Not all compounds are listed; the hit share may differ from the screen's.

SMILES	NR2E3 ag-1	NR2E3 ag-2	Shn3 inh set2	HIF-2a block	Peg3 prom inh	EBV LMP1 NFkB	hiPSC survival	KKLEB tox	CF NFkB inh	TRPM1 prom inh	C8 TRAIL sens
O=C(COC(=O)CCc1ccc(S(=O)(=O)N2CCOCC2)cc1)Nc1ncc(C(F)(F)F)cc1Cl	1	-20	9	17	6	-11	-1.5	0	4	-11	-18
CCOc1ccc(-n2nc3c(SCCN4CCCC4)nnc(C)c3c2C)cc1	2	4	27	12	13	5	-1.8	-9	9	-12	4
CCC(C)c1ccc(NC(=O)c2cccnc2)cc1 (configuration not stated)	2	-96	-75	-178	-223	-22	-2.2	1	-2	-92	9
CCC(C)Sc1ccc(-c2nc3cnccn3c2NC2CCCCC2)cc1 (configuration not stated)	1	-23&-17	7	-97&-156	91*	-24	1.0&6.6	-3	1	-11	18&-5
COc1ccc(OC)c(NC(=O)CN(Cc2ccccc2)S(C)(=O)=O)c1	-1	-2	23	14	13	-7	-1.7	-4	16	-4	2
Cc1ccc(-c2noc(CCCC(=O)NC3CCCCC3)n2)cc1	4	5	25	17	11	11	-0.2	-1	1	8	-17
CN(C)CCCN(C(=O)c1ccc(C(=O)c2ccccc2)cc1)c1nc2cc3c(cc2s1)OCO3	1	-2	34	-4	86*	2	-0.6	-7	11	19	53*
Cc1ccc(-n2c(NN)nc3ccccc3c2=O)c(C)c1	2	0	1	13	9	-2	-2.8	6	-5	2	0
O=C(NCc1ccccc1Cl)c1[nH]c(C(F)(F)F)nc1-c1ccccc1	.	21	-11	8	14	.	2.2	2	5	.	-15
COC(=O)[C@@H](Cc1c[nH]c2ccccc12)NC(=O)C1CCCN(S(=O)(=O)c2ccc(C)cc2)C1 (some centres not stated)	.	-29	9	17	15	5	-0.4	2	-6	15	-13
CCOC(=O)c1ccc(N2C(=O)c3n[nH]c(C)c3C2c2ccccn2)cc1 (configuration not stated)	3	0	1	9	2	3	1.5	5	0	2	2
C[C@H](NC(=O)CCCn1nnc2ccccc2c1=O)C(=O)O	0	0	0	9	0	-3	-0.1	5	-11	6	12
Cc1cccc(C(=O)NCC(=O)N2CCCC2)c1	0	-5	-3	-17	-20	2	-0.3	-1	-8	-11	-9
Cc1ccc(C(C)C)c(OCC(=O)NCC(c2cccs2)N2CCOCC2)c1 (configuration not stated)	2	18	34	18	25	2	0.6	-2	15	8	11
O=C(Nc1ccccc1N1CCCC1)c1ccccc1Cl	-1	-15	-10	-5	-7	-4	0.9	-5	2	10	2
CC1=C(C(=O)OC(C)C)C(C2CC=CCC2)NC(=O)N1 (configuration not stated)	1	2	14	2	13	0	1.4	6	9	-1	2
Cn1cnnc1SCc1ccc(C#N)cc1Cl	-2	-17	-7	9	10	0	-1.1	7	-5	-10	0
CC1CCN(C(=O)C2c3ccccc3C(=O)N3CCc4ccccc4C23)CC1 (configuration not stated)	0	-7	-10	17	17	6	1.2	-1	0	5	-16
CCN(C(=O)COC(=O)c1sccc1C)c1c(N)n(Cc2ccccc2)c(=O)[nH]c1=O	-1	30	-2	8	7	-1	-0.3	11	0	-4	1
CCOc1cc(/C=C2\SC(=S)N(NS(=O)(=O)c3ccccc3)C2=O)ccc1O	-46	-13	0	20	10	10	0.8	-13	12	3	1
O=C(c1cccs1)N1CCN(CCCc2ccccc2)CC1	1	3	0	-24	-14	19	-1.2	-2	8	-5	-8
Cc1cc(NC(=O)c2c(C)noc2C)no1	-1	13	-11	12	8	-4	-0.7	16	-5	2	12
N#C/C(=C\c1cc(O)c(O)c(O)c1)C(N)=O	3	-13	-7	16	2	-6	-0.8	7	-23	2	35
Cn1cccc1C(=O)OCC(=O)Nc1cccc(S(=O)(=O)N2CCOCC2)c1	-1	1	-3	13	1	16	-1.2	4	-7	8	-7
O=C(NCCC1=CCCCC1)c1ccc2c(c1)N(Cc1ccccc1)C(=O)CS2	2	-21	6	7	8	-22	-2.2	-8	-3	18	0
CCCCCn1c(N)c(-c2nc3ccccc3s2)c2c([N+](=O)[O-])nn(CC)c(=O)c21	-1	4	16	-11	35	7	-0.1	-58*	59*	-5	-1
O=C(NCc1ccco1)C(c1cccs1)N(C(=O)C1COc2ccccc2O1)c1cccc(O)c1 (configuration not stated)	1	-8	9	27	15	-4	-3.2	5	8	5	0
CN(Cc1c(C(=O)N/N=C/c2cccs2)nnn1-c1nonc1N)c1ccccc1	-1	-28	-15	2	12	-2	-0.3	-14	13	-17	-5
CCOc1ccc(/C=C/C2=NNC(=O)CC2)cc1	-6	-55	-67	-127	-203	-8	-4.0	-2	-4	-18	10
CCC(CC)C(=O)c1c[nH]c(C(=O)N2CCN(c3ccc(OC)cc3)CC2)c1	-3	-3	7	-12	-16	-4	-0.7	0	14	-13	-9
COc1ccc(C(=O)COC(=O)CNC(=O)c2cccc(OC(F)F)c2)cc1	1	2	10	10	-1	-6	-1.0	-2	22	3	-2
O=C(O)C1CC(Br)C(Br)CC1C(=O)O (configuration not stated)	.	6	-8	14	1	3	-1.6	-5	30	.	1
Cc1ccc(Sc2nc(-c3ccccc3)ccc2C#N)cc1	-3	-10	5	17	11	-10	0.0	-9	6	-5	-12
CC(C)(C)c1nnc(NC(=O)c2ccc3c(c2)OCO3)s1	2	-120	-91	-247	-380	-23	-0.6	2	-15	-113	-3
CCOc1ccccc1C(=O)NCC(=O)OCCOc1cccc(Cl)c1	4	-26	2	10	-15	8	-0.5	7	-32	1	-8
COc1cccc(C2SCC(=O)N2c2cccc(C)c2)c1OC (configuration not stated)	2	-2	-2	11	9	-4	6.0	6	6	15	0
Cc1ccc(NS(=O)(=O)c2ccccc2[N+](=O)[O-])cc1C	2	-40	2	-39	-19	-5	-1.7	-4	12	-12	-3
CCC(C)(C)n1nnnc1C(C(C)C)N1CCSCC1 (configuration not stated)	-1	-23	-18	4	17	8	-1.1	2	1	-2	-25
C[C@H](NC(=O)OC(C)(C)C)c1nnc(SCC(N)=O)o1	-3	-11	2	5	14	-1	0.0	-3	7	6	-7
Cc1cccc(C)c1Nc1c(-c2ccccn2)nc2ccccn12	0	77*	54	9	35	5	1.1	-40	20	41	-16
O=C(Nc1ccccc1C(=O)Nc1ccncc1)c1ccccc1	2	-13	6	11	8	-3	0.5	0	10	1	-1
Cc1ccc(NC(=O)CN2CCC(C(=O)c3ccc4c(c3)OCCO4)CC2)cc1	-1	10	3	-20	-21	6	-1.7	5	-11	1	-16
COc1cc(CCC(=O)NNC(=O)c2ccc(Cl)cc2)cc(OC)c1OC	1	-35	-3	11	8	-6	-0.2	-3	15	-2	-5
CCOc1ccc(-c2cc(C(=O)OC)nc3c2c(=O)n(C)c(=O)n3C)cc1	-2	-6	-10	11	34	0	-0.7	15	-39	8	26
CCOc1ccccc1OCC(=O)Oc1ccc(C)c(C)c1	0	-24	-10	17	7	-2	-1.0	11	8	7	6
CCCCC1(C)NC(=S)N2N1C(=S)NC2(C)CCCC (configuration not stated)	3	-16	-3	10	13	5	0.2	1	-2	2	11
CC(C)Cn1cnc2c(SCc3ccc(Cl)cc3)nc(N)nc21	.	-22	12	-109	-45	14	4.2	-19	29	-7	7
C[C@H]1CN([C@@H](C)CO)C(=O)CCCn2nncc2CO[C@H]1CN(C)C(=O)Nc1ccnc(N2CCOCC2)c1	.	10	-10	9	-4	-1	1.8	2	-3	.	9
CCC(=O)N1CCc2cc(S(=O)(=O)Nc3ccccc3C)ccc21	2	-20	-7	-44	-34	-6	1.3	-11	12	0	-8
CCCCOC(=O)Nc1ccc(S(=O)(=O)Nc2ccc([N+](=O)[O-])cc2)cc1	1	23	1	-8	7	-7	-1.5	8	15	6	-2
The list goes on:
SMILES	NR2E3 ag-1	NR2E3 ag-2	Shn3 inh set2	HIF-2a block	Peg3 prom inh	EBV LMP1 NFkB	hiPSC survival	KKLEB tox	CF NFkB inh	TRPM1 prom inh	C8 TRAIL sens
COc1ccc(NC(=O)CSc2ccc3c4c(cccc24)C(=O)c2ccccc2-3)cc1	2	-14	20	14	19	-16	-1.7	-41	21	3	24
CC1CCN(CCCn2c(=S)[nH]c3ccc(N4CCOCC4)cc3c2=O)CC1	4	5	-8	13	4	-10	-0.9	-67*	8	8	-20
CCc1ccc(/C=C/c2c([N+](=O)[O-])c(=O)n(C)c(=O)n2C)cc1	-3	6	-5	46*	25	6	0.1	7	19	9	-11
O=C(CNS(=O)(=O)c1ccccc1Br)OCC(=O)N1CCc2ccccc21	-4	-3	15	7	9	8	3.4	14	14	1	-10
CCOC(=O)C1=C(O)CSC1=Nc1ccc(C)cc1	1	10	5	-4	0	1	5.6	13	-2	-6	0
O=C(O)C1C2CC2CN1C(=O)c1ccc(Cl)cc1Cl (configuration not stated)	-3	9	7	5	3	-7	0.6	2	-21	9	-7
COc1cccc(CC(=O)Nc2ccccc2C(=O)N2CCOCC2)c1	4	-12	10	3	-6	-5	-0.6	6	0	2	-3
COc1cc(NC(=S)NCCCN(C)C)c(OC)cc1NC(=O)c1ccco1	1	-3	5	12	6	4	-0.3	4	-5	-6	-1
CCCCN1CCNC[C@@H]1Cc1ccc(O)cc1	-2	15	5	12	-9	-2	-2.1	1	-7	-17	0
COc1ccc(/C=C2/C(=O)N(c3c(F)c(F)c(F)c(F)c3F)N=C2C)cc1	2	-15	-33	21	13	-14	1.2	1	-1	6	17
O=S(=O)(Nc1ccc(-n2cnnn2)cc1)c1ccc(F)c(F)c1F	3	10	-3	17	16	1	0.2	2	2	4	6
O=C1C=C(c2ccccc2)CC(c2ccc(F)cc2)C1 (configuration not stated)	1	12	4	-19	-17	-4	-0.3	-3	5	-15	-10
Cc1c(C)n(C(=O)CSc2nc3ccccc3[nH]2)c2ccccc12	-2	1	-11	15	26	-5	-1.1	7	-2	3	-8
O=C(O)C1C2CCC(O2)C1C(=O)Nc1cccc(Cl)c1 (configuration not stated)	0	-10	-8	11	6	-3	-0.1	-4	-3	11	-1
C=CC[C@@H](CC(=O)OC(C)(C)C)C(=O)OC[C@H]1CCCN1C(=O)[C@@H](CC=C)CC(=O)N[C@H](CO)Cc1ccccc1	.	18	18	15	15	-2	-1.6	0	15	-3	1
CCOc1cc(C(=O)NC(C)COC)cc(OCC)c1OCC (configuration not stated)	2	15	-11	10	3	-4	6.3	-12	9	1	-4
